USP1 inh = USP1/UAF1 (human) deubiquitinase inhibition; O94782; recombinant USP1/UAF1, Ub-Rhodamine cleavage fluorescence; Potency, µM (top dose mostly 57.1 µM), for the others: at the top dose activity change, negative = inhibition, usual class: inhibitors; 390,000 compounds, 0.23% hits; note: potency is the fitted concentration of half-maximal effect; % is set by controls: 0 for no effect and ±100 for the full control effect; nearly all actives have a fitted effect of over 60% in size; inactives centre near -12
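Step one: compound is pinned into 1nM USP1/UAF1 in HEPES pH 7.8 buffer with TCEP. Step two: 15 min room-temperature incubation. Step three: Ub-Rho (150nM final) starts cleavage, tracked by fluorescence over six one-minute reads.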
Vif-A3G inh = blocks the Vif interaction with human APOBEC3G | 410,000 compounds, 0.076% hits | Potency, µM (highest dose often 46.1 µM), for the others: at the highest dose activity, negative = active, actives largely listed as inhibitors | HeLa A3G-eYFP + Vif (tagged APOBEC3G with the HIV-1 protein that degrades it), YFP fluorescence, overnight | AID 602310;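 note: potency is the fitted concentration of half-maximal effect; % is set by controls: 0 for no effect and ±100 for the full control effect; nearly all actives have a fitted effect of over 60% in size; hits raise eYFP signal because A3G escapes Vif-driven loss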
Target sequence (Q9HC16 whole entry, looked up): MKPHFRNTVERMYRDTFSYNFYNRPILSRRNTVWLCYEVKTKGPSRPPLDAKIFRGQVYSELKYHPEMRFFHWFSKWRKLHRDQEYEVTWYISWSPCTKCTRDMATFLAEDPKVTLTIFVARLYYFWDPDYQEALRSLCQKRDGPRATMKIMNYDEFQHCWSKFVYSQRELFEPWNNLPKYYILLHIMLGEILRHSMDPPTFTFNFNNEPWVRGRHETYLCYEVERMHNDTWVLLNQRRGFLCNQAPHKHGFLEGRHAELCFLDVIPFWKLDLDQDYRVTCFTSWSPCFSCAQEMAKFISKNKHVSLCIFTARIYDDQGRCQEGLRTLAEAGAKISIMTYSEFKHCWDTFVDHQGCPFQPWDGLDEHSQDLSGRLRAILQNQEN
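HeLa cells stably expressing Vif and C-terminally eYFP-tagged A3G, seeded overnight at 37 deg C, then exposed to compound by pintool overnight at 37 deg C. Rise in yellow fluorescence (Ex 488/Em 500-530, Acumen) marks blocked Vif-driven A3G degradation.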
LDHA inh = blocks human lactate dehydrogenase A. P00338. purified LDHA, NADH/diaphorase-resazurin fluorescence; stronger effect = lower value. activity change, % (values are at about 110 or 230 µM). 480,000 compounds, 0.15% hits. AID 1347041; in the data active = activity change below about -30%; inconclusive = mostly about -25% to -30%;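 note: plate controls were DMSO wells for no effect and wells without enzyme for full effect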
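Enzyme activity of human lactate dehydrogenase 5 (2 nM; 0.06 mM NADH, 0.2 mM pyruvate, 5 min, RT) is measured via a resazurin/diaphorase fluorescence readout of residual NADH.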
TrxR1 substrate = rat thioredoxin reductase 1 substrate activity; O89049; purified TrxR1 substrate turnover, NADPH consumption readout; Potency, µM (series often up to 114 µM), for inactives: top-dose activity change, negative = substrate turnover; 390,000 compounds, 0.01% hits; AID 588456; note: potency is the fitted concentration of half-maximal effect; % is set by controls: 0 for no effect and ±100 for the full control effect; nearly all actives have a fitted effect of over 50% in size
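Rat TrxR1, dispensed at 90 nM, was prereduced with 400 uM NADPH (final) for 5 min at ~22 deg C, then incubated with compound 15 min before 400 uM selenite. A first-read NADPH fluorescence drop versus no-compound background flagged substrates.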
GRP78 ERSR act = ER stress response induction in glioma. U87-MG GRP78 promoter luciferase reporter, 16 h. Potency, µM, without a hit: at the top dose activation, hits mostly activators. 420,000 compounds, 0.02% hits. AID 602332; note: potency is the fitted concentration of half-maximal effect; series mostly up to about 76 µM; % of control where 0% means no effect; nearly all actives have a fitted effect of over 35% in size
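Stably transfected U87-MG glioma cells carrying a GRP78-based luciferase sensor; 16 h compound incubation. Luminescence end-point read 10 min after Bright-Glo addition at room temperature.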
RGS4 inh = human RGS4 inhibition; P49798; Transcreener GDP fluorescence polarization, RGS4-accelerated GTP hydrolysis; Potency, µM (top dose mostly 114 µM), for inactives: at the top dose activity change, negative = inhibition, usual class: inhibitors; 390,000 compounds, 0.039% hits; AID 504845; note: potency is the fitted concentration of half-maximal effect; % is set by controls: 0 for no effect and ±100 for the full control effect; nearly all actives have a fitted effect of over 75% in size; some results filed as inactive show a strong effect at the top dose
Target sequence (P49798 whole entry, looked up): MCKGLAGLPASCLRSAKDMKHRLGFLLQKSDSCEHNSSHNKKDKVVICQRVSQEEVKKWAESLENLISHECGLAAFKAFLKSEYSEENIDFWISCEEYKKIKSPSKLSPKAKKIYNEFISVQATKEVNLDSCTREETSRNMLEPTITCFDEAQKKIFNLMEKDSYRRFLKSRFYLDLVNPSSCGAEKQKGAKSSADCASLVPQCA
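MLSMR compounds (23 nl, pin-transferred) preincubated 10 min at room temperature with a 500nM (2x) first reagent, then RGS4 at 900nM (2x) plus Transcreener GDP mix added; fluorescence polarization (620/688 nm) read before and after 90 min at 30 °C.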
Vif-A3F inh = blocks the Vif interaction with APOBEC3F; HeLa A3F-eYFP + Vif (tagged APOBEC3F with the HIV-1 protein that degrades it), YFP fluorescence increase; Potency, µM (series often up to 46.1 µM), for inactives: at the top dose activity, negative = active; 390,000 compounds, 0.2% hits; AID 602313; note: potency is the fitted concentration of half-maximal effect; % of control where 0% means no effect; nearly all actives have a fitted effect of over 65% in size
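HeLa cells stably expressing A3F-eYFP plus Vif, plated and incubated overnight at 37 deg C, then exposed to compounds overnight at 37 deg C. Blocked degradation read as raised yellow fluorescence (Ex 488/Em 500-530).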
rTrxR1 inhibitor = rat TrxR1 inhibition | recombinant rTrxR1, NADPH fluorescence consumption, selenite substrate | O89049 | Potency, µM (highest dose often 114 µM), for inactives: at the highest dose activity change, negative = inhibition, most hits filed as inhibitors | 390,000 compounds, 1% hits; note: potency is the fitted concentration of half-maximal effect; % is set by controls: 0 for no effect and ±100 for the full control effect; nearly all actives have a fitted effect of over 65% in size
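Rat TrxR1 (90 nM in the dispensed reagent) was pre-reduced with 400 uM NADPH for 5 min at room temperature, then incubated with compound for 15 min. After 400 uM selenite was added, NADPH fluorescence (Ex 340/Em 450 nm) was followed for 8 min.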
mIDH1 inhibitor = blocks human mutant IDH1 R132H enzyme | IDH1-R132H enzyme, NADPH consumption, diaphorase/resazurin fluorescence | Potency, µM (doses to about 76.6 µM), for the others: at the top dose activity change, negative = inhibition, most hits filed as inhibitors | 390,000 compounds, 0.093% hits; note: potency is the fitted concentration of half-maximal effect; % is set by controls: 0 for no effect and ±100 for the full control effect; nearly all actives have a fitted effect of over 65% in size
Target sequence (O75874 whole entry R132H, stated change not applied): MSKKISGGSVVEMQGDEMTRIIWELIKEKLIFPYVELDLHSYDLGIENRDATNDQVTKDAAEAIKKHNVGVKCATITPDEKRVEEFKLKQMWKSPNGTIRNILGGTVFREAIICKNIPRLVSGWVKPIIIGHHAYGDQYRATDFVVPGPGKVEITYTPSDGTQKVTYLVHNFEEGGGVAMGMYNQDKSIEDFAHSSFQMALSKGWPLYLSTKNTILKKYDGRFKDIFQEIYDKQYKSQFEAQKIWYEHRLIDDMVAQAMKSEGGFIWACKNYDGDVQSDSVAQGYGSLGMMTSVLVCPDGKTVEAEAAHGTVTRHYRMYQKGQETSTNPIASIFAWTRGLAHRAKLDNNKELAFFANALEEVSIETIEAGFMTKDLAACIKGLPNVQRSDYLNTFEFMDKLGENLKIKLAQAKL
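IDH1-R132H (0.5 ug/mL) preincubated 30 min with compound, then NADPH (0.016 mM) and alpha-KG (2 mM) added; 80 min at RT, pH 7.5. Remaining NADPH coupled via diaphorase/resazurin to fluorescence (540/590 nm); concentration-response curves normalized to no-enzyme control.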
Starred values were filed as active, the others as inactive; u = inconclusive; x = not tested or not shown; [ ] = dose if it differs, or a comment. Unless noted, calls come from the whole dose curve; as a rule, active = well fitted curve in the direction sought with a large enough effect; inconclusive = small, poorly fitted or top-dose-only effect, or another doubt; inactive = no such curve, though single readings can be large; an effect the other way counts as inactive or inconclusive. This is a subset; the hit share may differ from the screen's.

SMILES | TrxR1 substrate | USP1 inh | rTrxR1 inhibitor | mIDH1 inhibitor | GRP78 ERSR act | Vif-A3G inh | Vif-A3F inh | LDHA inh | RGS4 inh
CC1=C(C(N)=O)C(c2cccc(O)c2)n2nc(CCCO)nc2N1 (stereo not given) | -6.2% | -6.6% | 4.2%[57.1 µM] | 14.3% | -4.7% | -1.1% | -5.0% | -4.4 | -2.2%
COc1cc(-c2nc3nc(C)cc(C)n3c2Nc2ccc(Cl)cc2)ccc1O | 0.3% | -4.3% | -1.8% | u | -0.5% | u | -23.2% | 4.2 | 4.4%
Cc1ccc(CNC(=O)c2ccc(S(=O)(=O)N3CCCCCC3)cc2)cc1 | x | -14.3% | x | 1.7% | -1.8% | -2.8% | -0.6% | -8.9 | x
COc1ccc(N2CCN(CC(=O)Nc3ccccc3SC)CC2)cc1 | -9.1% | -7.7% | 7.5% | 10.5% | -0.3% | 3.2% | 10.7% | 2.2 | -0.9%
COc1cc(/C=N/NC(=O)CCn2cnc(-c3ccccc3)c2-c2ccccc2)ccc1O | -4.7%[57.1 µM] | -1.2% | -15.4%[57.1 µM] | -12.3% | -2.3% | -14.1% | -7.0% | -5.4 | 4.2%
O=[N+]([O-])c1ccccc1S(=O)(=O)Nc1ccc(S(=O)(=O)N2CCOCC2)cc1 | -0.7% | -16.3% | 5.3% | -11.5% | -0.5% | -5.2% | -7.8% | -8.6 | 11.5%
O=C1CC(c2nnc(Cc3cccc(Cl)c3)o2)CN1c1ccccc1 (stereo not given) | -1.6% | -11.1% | 8.2% | 0.0% | -1.4% | 0.4% | -10.2% | -2.3 | 3.7%
CCN(Cc1ccccc1)C(=O)c1cc2cc(OC)c(OC)cc2[nH]1 | 10.5%[57.1 µM] | -15.4% | 16.0%[57.1 µM] | 3.8% | -1.5% | -0.3% | -6.5% | 3.4 | -2.6%
Cc1cc(NC(=O)C2CC2)ccc1NC(=O)c1cccs1 | 5.0%[57.1 µM] | -6.2% | 5.8%[57.1 µM] | 13.3% | -0.6% | -2.2% | -11.9% | -9.5 | 21.1%
O=C(NCC1COc2ccccc2O1)c1ccc(Cl)c(S(=O)(=O)N2CCOCC2)c1 (stereo not given) | 7.6% | -5.3% | 10.7% | 1.8% | -3.6% | 0.0% | 1.2% | 1.7 | -20.4%
CCC1=C/C(=C/N(C)c2ccccc2)C(=O)S1 | -3.3% | -15.9% | -14.3% | 7.8% | 6.5% | 0.4% | -17.3% | -2.4 | -51.8%
COc1ccccc1N1CCN(/N=C(\C)c2ccc(O)cc2)CC1 | -0.1% | -24.4% | -8.3% | 3.6% | 6.6% | 6.8% | -2.3% | -0.4 | -14.7%
Cc1ccc2[nH]c(-c3ccccc3)c(CN(C)C)c(=O)c2c1 | 5.6% | -10.6% | 10.6% | 2.5% | 1.6% | -6.9% | 0.1% | -0.9 | -6.6%
CCS(=O)(=O)Nc1ccc(C2=NN(C(=O)c3ccco3)C(c3cccc(F)c3)C2)cc1 (stereo not given) | 11.4% | -22.5% | 32.4% | 6.4% | -1.1% | 0.6% | -3.6% | 2.2 | 10.0%
Nc1ccc(C#Cc2ccc3oc4ccccc4c(=O)c3c2)cc1 | 5.9%[57.1 µM] | -16.5% | 16.7% | 13.0% | 3.0% | -23.7% | -10.8% | -2.4 | 12.2%
COc1ccc(Cn2c(=O)c3[nH]cnc3n(-c3ccccc3C)c2=O)cc1 | 2.3%[57.1 µM] | u | -1.4%[57.1 µM] | 2.9% | -3.9% | u | 8.7% | -0.9 | -2.1%
COc1ccc(N2CCN(C(=O)CCCn3c(=O)[nH]c4ccsc4c3=O)CC2)cc1 | -3.6% | -24.9% | 6.1% | -2.0% | -2.8% | 1.0% | 0.0% | -1.9 | -10.9%
CCc1ccc(-n2c(=O)c3c4c(sc3n(Cc3ccc(F)cc3)c2=O)CCCC4)cc1 | 0.6% | u | 19.9% | 22.5% | -4.2% | 3.1% | -4.7% | -6.2 | 29.0%
CCN(CC)S(=O)(=O)c1ccc2nc(NC(=O)c3cccs3)sc2c1 | -2.2% | -5.6% | -3.2% | -3.4% | -1.1% | 0.7% | x | -0.9 | -14.3%
Cc1cc(N2CCN(S(=O)(=O)c3ccc4ccccc4c3)CC2)n2ncnc2n1 | -11.8% | -9.8% | 15.1%[57.1 µM] | 4.0% | 0.0% | -7.8% | -4.5% | -7.3 | 20.4%
COc1cc(NS(=O)(=O)c2ccc(NC(=O)NC3CCCCC3)cc2)nc(OC)n1 | 6.2% | -15.0% | 11.8% | 0.0% | -3.9% | 0.5% | 9.2% | 0.1 | -17.6%
Cc1cccc(NC(=O)C2CCN(c3nnc(-n4c(C)ccc4C)s3)CC2)c1C | 1.3% | -16.8% | -28.0% | x | x | x | x | -1.4 | -3.5%
CN(CC(=O)N1CCN(c2ccccc2)CC1)S(=O)(=O)c1cnc[nH]1 | 5.3%[57.1 µM] | -0.6% | -15.0%[57.1 µM] | 6.0% | -3.5% | -2.2% | -2.0% | -1.8 | -32.8%
CC1CC(C)CN(C(=O)Cn2c(=O)n(CCCCC(=O)NCc3ccco3)c(=O)c3ccccc32)C1 (stereo not given) | 10.9%[57.1 µM] | -16.9% | 12.7%[57.1 µM] | -0.6% | -0.2% | -3.9% | 0.2% | 3.9 | 19.2%
CCOC(=O)C1(CCc2ccccc2)CCN(C(=O)[C@@H]2C[C@@H](C)NC(=S)N2)CC1 | 2.3% | -19.3% | -10.5% | 0.0% | 6.0% | -0.1% | 5.0% | -0.2 | -45.0%

An excerpt from above with just LDHA inh, USP1 inh and RGS4 inh.
canonical_smiles,LDHA inh,USP1 inh,RGS4 inh
CCN(Cc1ccccc1)C(=O)c1cc2cc(OC)c(OC)cc2[nH]1,3.4,-15.4%,-2.6%
Cc1cc(NC(=O)C2CC2)ccc1NC(=O)c1cccs1,-9.5,-6.2%,21.1%

The main list resumes, starting two compounds before the break.
SMILES | TrxR1 substrate | USP1 inh | rTrxR1 inhibitor | mIDH1 inhibitor | GRP78 ERSR act | Vif-A3G inh | Vif-A3F inh | LDHA inh | RGS4 inh
CC1CC(C)CN(C(=O)Cn2c(=O)n(CCCCC(=O)NCc3ccco3)c(=O)c3ccccc32)C1 (stereo not given) | 10.9%[57.1 µM] | -16.9% | 12.7%[57.1 µM] | -0.6% | -0.2% | -3.9% | 0.2% | 3.9 | 19.2%
CCOC(=O)C1(CCc2ccccc2)CCN(C(=O)[C@@H]2C[C@@H](C)NC(=S)N2)CC1 | 2.3% | -19.3% | -10.5% | 0.0% | 6.0% | -0.1% | 5.0% | -0.2 | -45.0%
O=C(CCCC(=O)N(CC(=O)NC1CCCC1)Cc1ccc2c(c1)OCO2)Nc1ccccn1 | 4.2% | -10.0% | 2.9% | 2.2% | -3.2% | 0.3% | -3.6% | -3.5 | 29.2%
COc1cccc(CN(C)C(=O)C23CC4CC(CC(C4)C2)C3)c1 | 3.0% | -19.6% | 20.6% | 3.3% | 1.3% | -0.1% | -7.7% | -5.3 | 8.6%
COc1ccc(CNC(=O)c2ccc(Cn3c(=O)c4cccn4c4cccnc43)cc2)c(OC)c1 | 40.5%[activator] | -26.9% | 31.3% | 0.9% | 0.4% | 1.1% | -11.9% | -4.5 | 1.6%
CCCN(CCC)S(=O)(=O)c1ccc(C(=O)Nc2nc3c(s2)CCc2ccccc2-3)cc1 | 44.7%[activator] | -6.1% | 13.7% | -3.9% | -1.0% | -14.1% | -4.5% | 6.6 | -10.2%
O=C(CC1SC(N2CCOCC2)=NC1=O)Nc1cccc(C(F)(F)F)c1 (stereo not given) | 4.9% | -16.9% | 16.7% | 5.9% | -3.7% | -4.1% | -0.8% | -8.1 | -10.0%
COC/C=C/C1=CC2=CC(=O)C(C)(OC(=O)c3cnc4ccccc4n3)C(=O)C2=CN1Cc1ccco1 (stereo not given) | -12.7% | -8.1% | u | 8.7% | -6.3% | -6.8% | -4.1% | 13.6 | -35.8%
COc1cc(/C=N/NC(=O)C(NC(=O)c2ccccc2)c2n[nH]c(=O)c3ccccc23)ccc1OCC(N)=O (stereo not given) | -5.2% | -14.7% | -4.1% | 0.0% | -3.0% | 0.9% | 3.8% | -9.9 | -0.6%
CCOc1cc2c(Cl)ncnc2c(OCC)c1OCC | 1.3% | -21.5% | 6.1% | 0.4% | -3.2% | 5.9% | 13.3% | -1.1 | -23.0%
O=C(Nc1nc2c(ccc3ccccc32)s1)c1ccco1 | 2.2% | -8.7% | -16.8% | 11.1% | -5.7% | 0.0% | -2.5% | 9.9 | -1.8%
COc1ccccc1C(=O)NN1C(=O)C2C3C=CC(O3)C2C1=O (stereo not given) | 3.4% | -3.2% | u | 2.1% | -1.2% | -0.9% | 3.4% | 0.0 | -18.9%
Cc1nc2ccccc2c(=O)n1-c1ccc(NC(=O)c2ccc([N+](=O)[O-])cc2)cc1 | 0.5%[57.1 µM] | -7.1% | 22.0%[57.1 µM] | -4.5% | 0.6% | 4.5% | -9.3% | -5.5 | -8.2%

Source: PubChem
